From PubChem
NALP1 yeast inh: blocks the NALP1 inflammasome reconstituted in yeast; S. cerevisiae NALP1/ASC/caspase-1 growth, X-gal OD620, 72 h; inhibition, % at 10 µM; hit rate 0.61% among 280,000; AID 2071; in the data active = inhibition mostly above about 24%, no sharp cut-off; inactive = mostly below about 32%; also: some compounds called inactive have numbers as strong as hits
VIM-2 inh: blocks Pseudomonas aeruginosa VIM-2 metallo-beta-lactamase. purified VIM-2, nitrocefin hydrolysis, epi-absorbance fluorescence. inhibition, % at 5.6 µM. hit rate 0.89% among 290,000. AID 1527;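 active = inhibition above the mean of all tested compounds plus 3 SD, cutoff set per screening run, cut at about 7.5% in these data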;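 also: red hydrolysis product quenches plate fluorescence so inhibitors raise well fluorescence; 0% = enzyme with DMSO and 100% = DMSO without enzyme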
IDE cell activ: activators of human insulin-degrading enzyme in cells | P14735 | HEK cells, FAbeta-B cleavage, fluorescence polarization; 0% vehicle, 100% cell-free pure enzyme wells | activation, % at 5.96 µM | hit rate 0.073% among 340,000 | AID 493087;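 active = activation above the mean of all tested compounds plus 3 SD, set per screening campaign, cut at about 17% in these data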
p-CIP stab down: compounds decreasing mouse p/CIP protein stability | Q05BA5 | F442A p/CIP-EGFP cells, EGFP fluorescence, 16 h | decrease of EGFP signal, % at 10 µM | hit rate 0.01% among 290,000 | AID 1984;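 active = EGFP signal decrease of at least 30% at 10 µM or well 3 SD below plate mean, unless failing retest; inactive = the rest, including hits failing retest or dose response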; also: some compounds called inactive have numbers as strong as hits; many of its hits are not listed in these tables
GPR7 antag: antagonists of human GPR7 (neuropeptides B/W receptor 1); GPR7-expressing cells, fluorescence antagonist assay; inhibition, % at 4.4 µM; hit rate 1.1% among 290,000; AID 1861; in the data active = inhibition above about 16%, passing the limit was not always enough;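 also: cells stimulated with the agonist NPW; 0% = agonist with vehicle and 100% = vehicle without agonist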
Target sequence (P48145 whole entry, looked up): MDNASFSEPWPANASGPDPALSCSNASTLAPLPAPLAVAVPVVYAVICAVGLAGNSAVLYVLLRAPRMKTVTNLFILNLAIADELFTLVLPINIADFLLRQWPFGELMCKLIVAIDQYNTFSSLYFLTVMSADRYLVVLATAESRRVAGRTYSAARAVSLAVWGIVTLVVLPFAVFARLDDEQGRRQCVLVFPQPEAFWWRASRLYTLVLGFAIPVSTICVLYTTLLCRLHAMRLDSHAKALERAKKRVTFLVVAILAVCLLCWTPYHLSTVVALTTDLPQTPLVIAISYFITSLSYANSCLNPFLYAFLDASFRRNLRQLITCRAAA
IDE inh: inhibits human insulin-degrading enzyme in HEK cells. hit rate 0.41% among 320,000. P14735. inhibition, % at 5.59 µM. AID 434962. FAbetaB cleavage, fluorescence polarization;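 active = percent inhibition above the average of all tested compounds plus 3 SD, set per screening campaign, cut at about 16% in these data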;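 also: IDE supplied by intact live HEK cells; FP after avidin binding of uncleaved biotin substrate so inhibition keeps polarization high; 0% = DMSO wells and 100% = 60 µM reference IDE inhibitor Ii1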
IMP-1 inhibitor: inhibitors of Pseudomonas aeruginosa IMP-1 metallo-beta-lactamase; inhibition, % at 5.6 µM; hit rate 0.45% among 290,000; purified IMP-1, nitrocefin hydrolysis, epi-absorbance fluorescence;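 active = inhibition above the mean plus 3 SD of all compounds in the same screening run, cut at about 4.5% in these data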;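 also: 0% = IMP-1 with DMSO and 100% = DMSO wells lacking enzyme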
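Test system: recombinant IMP-1 enzyme, purified / Medium: HEPES buffer pH 7.1 with ZnSO4 and Brij 35 / Doses: single dose, 5.6 µM / Times: 25 °C, 15 min preincubation, 25 min reaction / Detection: Epi-absorbance via hydrolysed-nitrocefin quenching of white-plate fluorescence, 480/530 nm, EDTA stop / Evaluation: percent inhibition from optical density relative to buffer-blank wells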
PHOSPHO1 inh: inhibitors of human PHOSPHO1 phosphatase; Q8TCT1; hit rate 1.1% among 290,000; recombinant PHOSPHO1, absorbance phosphatase assay; inhibition, % at 13.3 µM; AID 1565; in the data active = inhibition above about 60%
Target sequence (Q8TCT1 whole entry, looked up): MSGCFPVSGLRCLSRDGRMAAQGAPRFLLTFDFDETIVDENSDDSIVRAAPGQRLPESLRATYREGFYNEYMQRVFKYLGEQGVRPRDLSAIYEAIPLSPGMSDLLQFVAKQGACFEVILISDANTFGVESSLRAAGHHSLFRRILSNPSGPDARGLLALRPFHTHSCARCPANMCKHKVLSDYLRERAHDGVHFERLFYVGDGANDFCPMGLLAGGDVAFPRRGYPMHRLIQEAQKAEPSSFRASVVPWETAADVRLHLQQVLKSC
M18AAP inhibitor: PfM18AAP enzyme inhibition; recombinant PfM18AAP, H-Glu-NHMec fluorogenic cleavage; inhibition, % at 7.35 µM; hit rate 1.2% among 290,000;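 active = inhibition above the campaign mean inhibition over all tested compounds plus 3 SD, cut at about 28% in these data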;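 also: 0% = plate median of test compound wells and 100% = 2 mM ZnCl2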
The depositor's hits bear a star; / = not tested or not shown; & = joins results of further samples.

p-CIP stab down	IDE inh	PHOSPHO1 inh	M18AAP inhibitor	IDE cell activ	GPR7 antag	VIM-2 inh	IMP-1 inhibitor	NALP1 yeast inh	Structure
1	-2	32	-9	5	-13	0.5	-0.7	6	COc1ccc(/C(O)=C2/C(=O)C(=O)N(CCN3CCNCC3)C2c2cccc([N+](=O)[O-])c2)cc1 (stereo not drawn)
-11	3	/	8	5	-5	-3.1	-2.5	6	COc1ccc(N2CCN(CC(=O)Nc3ccc(C)c(C)c3)CC2)cc1
3	4	-4	-10	8	2	-0.6	0.7	7	CC1(C)CC(=O)C2=C(C1)Oc1ncn(CCO)c(=N)c1C2c1ccccc1 (stereo not drawn)
-7	-1	0	1	-4	-22	-4.2	-2.4	12	COc1ccc(CN(C(=O)CSc2nnc(-c3ccccc3F)o2)c2ccc(F)cc2)cc1
5	12	23	-1	-4	-15	-2.1	-2.3	1	Cc1ccc(-c2nnc(CCC(=O)NCC3C4CC5CC(C4)CC3C5)o2)s1 (stereo not drawn)
0	-2	24	-7	2	-14	-1.7	-0.6	12	O=C(CCN1C(=O)/C(=C/c2ccccc2Cl)SC1=S)NC1CCS(=O)(=O)C1 (stereo not drawn)
-5	4	-3	-8	5	-9	-0.7	-2.6	-8	O=C(CSCc1ccc(Cl)cc1)Nc1ccccc1C(=O)N1CCOCC1
-4	-3	6	-3	3	-3	1.6	-2.6	-13	Cc1nnc(C)n1/N=C/c1ccc(O)cc1
5	-4	41	-1	5	-4	-0.7	-0.2	-7	CC(=O)NCC(=O)NC(C(=O)Nc1ccc2c(c1)OCCO2)c1ccc(C)cc1 (stereo not drawn)
-4	8	-5	9	3	-4	-2.5	-3.1	24	COc1ccc(-n2c(CCc3ccccc3)nnc2SCC(=O)c2ccccc2)cc1
-8	-1	11	20	1	-6	-3.0	-2.3	15	COc1ccc(-c2nc3c(n2O)CCC/C3=N\O)cc1
-6	1	-15	-11	-1	-10	-0.3	-0.2	7	O=C(O)CC(NC(=O)C12CC3CC(CC(C3)C1)C2)c1ccc(F)cc1 (stereo not drawn)
-6	-4	37	10	0	-15	-3.8	-3.7	37*	Cc1cc(O)c(-c2cc(C(=O)Nc3cccnc3)[nH]n2)cc1C
-10	4	2	-2	0	-6	-0.8	-0.9	39	CCOc1cc2c(cc1OCC)C(c1ccccc1)N(c1ccccc1)C(=O)C2 (stereo not drawn)
-8	6	41	-4	-2	-19	-1.9	-0.3	12	CC(=O)c1ccc(NC(=O)c2ccc3nc(C)sc3c2)cc1
-7	6	33	0	8	-13	0.5	-4.1	16	Cc1nn(C(C)C(=O)NCCCN2CCCCC2C)c(=O)c2c1sc1ccccc12 (stereo not drawn)
-11	-3	4	-8	5	-1	-1.9	-2.3	19	CO/N=C/c1ccc(Oc2ccc(C)cc2)c([N+](=O)[O-])c1
10	0	62*	6	6	-14	-2.5	0.2	0	Cc1ccc2[nH]c(=O)c(CNC(C)C)cc2c1
6	1	3	-4	0	-15	-0.6	-1.2	7	CC(C)(C)NC(=S)NCc1cccnc1
8	0	40	-1	4	-4	-2.3	-3.3	-7	Cc1nc(C)n(CC(C)C(=O)N2CCN(S(=O)(=O)c3ccc(Cl)cc3)CC2)n1 (stereo not drawn)
4	-5	8	2	7	-3	-2.0	-2.5	-15	Cc1cccc2cc(C#N)c(SCc3nnc(-c4ccccc4[N+](=O)[O-])o3)nc12
5	5	3	4	4	-21	-1.6	-3.2	8	O=C(COc1c(Cl)cccc1Cl)Nc1ccccc1N1CCCC1
6	5	33	-2	-2	25	-2.8	-2.1	15	O=C1[C@@H]2Cc3c([nH]c4ccccc34)C(c3cccc(Br)c3)N2C(=O)CN1C1CCN(Cc2ccccc2)CC1 (stereo partly drawn)
-18	-4	-7	-1	6	-14	-0.3	-1.6	16	O=C1NC(c2cccnc2)C(C(=O)c2cccs2)C(O)(C(F)(F)F)N1 (stereo not drawn)
-14	1	26	11	5	21*	-1.1	-1.4	21	OC(CNCc1ccco1)Cn1c2ccccc2c2ccccc21 (stereo not drawn)
-18	4	33	5	-3	-2	-2.5	-2.4	14	COc1ccc(OC)c(S(=O)(=O)NC(C)c2cnn(-c3ccccn3)c2C)c1 (stereo not drawn)
-5	2	27	-3	0	-8	-1.8	-2.2	4	O=[N+]([O-])c1cc(S(=O)(=O)NCCN2CCOCC2)ccc1Cl
2	8	2	-17	4	-6	1.4	-0.9	-1	Cc1nnc(SCC(=O)c2c(N)n(C)c(=O)n(C)c2=O)n1Cc1ccccc1
-3	4	13	1	1	12	-1.3	0.4	19	Cc1cccc(C)c1NC(=O)c1cccc2c1C(=O)N(C1CCCCC1)C2
1	4	20	4	4	-12	-2.3	-2.9	-14	O=C(C1=C[C@H](C2CC2)C[C@H](OCCCCO)O1)N1CCN(Cc2ccc3c(c2)OCO3)CC1

Just IDE cell activ, for 3 of the compounds above:
molecule | IDE cell activ
CCOc1cc2c(cc1OCC)C(c1ccccc1)N(c1ccccc1)C(=O)C2 (stereo not drawn) | 0
CC(=O)c1ccc(NC(=O)c2ccc3nc(C)sc3c2)cc1 | -2
Cc1nn(C(C)C(=O)NCCCN2CCCCC2C)c(=O)c2c1sc1ccccc12 (stereo not drawn) | 8

(more compounds)
p-CIP stab down	IDE inh	PHOSPHO1 inh	M18AAP inhibitor	IDE cell activ	GPR7 antag	VIM-2 inh	IMP-1 inhibitor	NALP1 yeast inh	Structure
2	1	-14	-1	4	-6	-2.8	-4.2	40	CCCc1nc(SCC(=O)N2CCC(Cc3ccccc3)CC2)c2c(=O)n(C)c(=O)n(C)c2n1
-45	3	44	-11	0	-1	2.0	-1.4	-9	N#Cc1cccc(NC(=O)c2cncn2-c2ccccc2)c1
-1	2	-4	-2	-5	-2	-1.8	-4.8	11	c1ccc(-c2noc(COc3ccc4c(c3)OCO4)n2)cc1
4	3	2	12	7	-10	3.4	-4.4	3	CCCN1C2=C(C(=O)CCC2)C(c2ccc(O)c(Br)c2)C2=C1CCCC2=O
-8	-6	43	3	/	-6	-3.3	-2.5	-10	CC(=O)c1ccc(N/N=C2/CCCNC2=O)cc1
6	-1	-1	-2	4	8	-0.2	-2.2	-16	COC(=O)CCC(=O)N1CCCC(CO)(Cc2ccccc2C)C1 (stereo not drawn)
-5	-2	37	0	6	5	0.0	-4.3	16	CN(C)CCCNC(=O)c1cc(C(=O)c2cccc(Cl)c2Cl)c[nH]1
-6	4	43	-6	5	-12	-3.9	-4.3	2	O=C(CSc1nnc(NC(=O)c2ccccc2F)s1)Nc1ccccc1F
-15	-2	39	0	-2	-2	-2.1	-2.3	/	O=C(N/N=C/c1ccc[nH]1)c1ccccc1OCc1ccc(F)cc1
-10	-6	1	-4	-5	29*	0.2	0.3	14	Cc1ccc(CN2C(=O)c3ccccc3Sc3ccc(C(=O)NCCCN4CCOCC4)cc32)cc1
-11	1	-32	-11	-3	0	-1.5	-0.8	32	Clc1ccccc1Nc1nnc(-c2ccncc2)s1
-10	0	-1	-9	0	-4	-5.5	-1.9	5	O=C(Cc1ccccc1Cl)Nc1nc2ccccc2[nH]1
-41	-2	0	-1	1	11	-1.6	-0.4	2	COc1ccc(CC(=O)OCc2cc3ccccc3[nH]c2=O)cc1
11	3	2	5	4	-1	-5.2	-4.5	-4	COc1cc(OC)cc(C(=O)Nc2nc3ccccc3[nH]2)c1
-1	5	-2	-5	4	-1	0.1	-2.1	-8	CC1=CC(C)(C)N=C(NC#N)N1
-11	1	23	-2	-5	-2	-1.0	-0.9	22	CC1(C(=O)N2CCN(Cc3ccccc3Cl)CC2)CC1(Cl)Cl (stereo not drawn)
-9	-8	10	1	4	0	0.2	-3.5	0	COc1ccccc1N=c1oc2c(OC)cccc2cc1C(=O)NCc1ccco1
-5	4	25	-9	7	-12	-3.0	-0.9	4	CC(C)(C)NC(=O)C(=O)NC(=O)c1c(F)cccc1Cl
-6	-8	33	5	-2	2	0.7	0.5	22	COc1ccc(-c2cc(C)no2)cc1S(=O)(=O)N1CCN(c2cccc(C)c2)C(C)C1 (stereo not drawn)
-22	8	25	-1	-3	-10	-4.0	-5.9	3	CC(NC(=S)NC1CCCCC1)c1ccccc1 (stereo not drawn)
-15	0	0	/	0	/	/	/	/	C/C=C(/C)C(=O)Nc1cccc(C2=NOC3(C2)C[C@@H](C(N)=O)N(C(=O)c2ccc(OC)cc2)C3)c1 (stereo partly drawn)
-5	3	16	-4	0	-8	-2.1	-3.7	/	COCCCNC(=O)CN1C(=O)/C(=C/c2ccccc2)Sc2ccccc21
-6	0	20	-2	5	-9	-1.9	-2.8	6	COc1ccc(NC(=O)CSc2nc3ccccc3nc2N2CCCCC2)cc1
5	/	-17	-1	-3	-9	-3.9	-3.5	11	CCOC(=O)c1[nH]c(C)c(C(=O)NC)c1C
6	3	46	2	1&2	-5	-0.2	-5.6	16	CC1=CC(C)(C)NC(=S)N1c1ccc2ccccc2c1
4	1	-18	2	4	1	-2.5	-2.6	-2	CCCOc1ccc(CSC(CC(=O)O)C(=O)O)cc1 (stereo not drawn)
-2	6	39	-1	-14	-5	-2.5	-3.5	1	O=C(Cc1ccc(NC2=NC3CS(=O)(=O)CC3S2)cc1)NCCc1ccccc1 (stereo not drawn)
-4	2	17	8	-4	17	-4.4	-1.5	8	CC(C)c1ccc(NC(=O)Cn2ncn3c(cc4ccccc43)c2=O)cc1
11	11	1	-3	0	0	-0.1	-1.1	5	O=S(=O)(c1ccc2ccccc2c1)N1CCN=C1SCc1cccnc1
-12	4	-1	2	-2	-5	-2.6	-2.3	18	O=C1C2C3C=CC(C3)C2C(=O)N1CCN1CCN(Cc2ccc([N+](=O)[O-])cc2)CC1 (stereo not drawn)
-2	-4	55	-2	-2	-17	-1.1	-2.0	4	CCOc1ccccc1N(CC(=O)N1CCc2ccccc2C1)S(C)(=O)=O
/	/	/	6	/	-11	-3.4	-1.6	/	O=C(CSc1nc2sc3c(c2c(=O)n1Cc1ccco1)CCC3)N1CCc2ccccc21
-8	1	7	0	1	3	-1.9	-2.5	0	Cn1c(Cn2c(=O)sc3ccccc32)nnc1SCc1ccc(F)cc1
-7	2	24	1	-2	-7	-3.5	-3.6	16	CC(OCC(O)CN1CCCCC1CCO)c1ccc(Cl)cc1 (stereo not drawn)
/	/	/	4	/	17	2.0	-0.4	/	COc1ccccc1C1c2c(oc3ccc(Cl)cc3c2=O)C(=O)N1c1cc(C)on1 (stereo not drawn)
-10	3	32	-3	3	-1	1.8	-0.7	-3	O=C(O)CCNS(=O)(=O)c1ccccc1Br
0	1	12	-5	2	6	-1.6	-0.9	60	N/C(Cc1cccs1)=N\OC(=O)COc1ccccc1Cl
-5	-1	8	-15	2	10	0.5	-1.3	4	CC(OC(=O)c1cccn1C)C(=O)Nc1ccc2c(c1)OCO2 (stereo not drawn)
-13	-1	-6	0	8	-8	-4.0	-5.1	2	Cc1cc(C)n(-c2nc(N(c3ccccc3)c3ccccc3)nc(-n3nc(C)cc3C)n2)n1
-21	1	-4	0	-4	-4	-4.9	-6.3	/	Cc1ccc(-c2nc(CS(=O)CC(=O)NCCN(CC(C)C)CC(C)C)c(C)o2)cc1 (stereo not drawn)
